# Screening results from PubChem.
# mIAP inh – inhibitors of mouse IAP, primary screen, biochemical, luminescence, uHTS; inhibition, % at 10 µM; AID 2806, 2010; actives 0.2% (n = 330,000); intestinal alkaline phosphatase [Mus musculus]; purified mouse IAP, CDP-Star luminescence, 30 min;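 active means inhibition of at least 40% at 10 µM in the primary screen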;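 further: plate controls were DMSO with enzyme for no effect and no enzyme wells for full effect; values of inactives mirror those of a sister screen read the other way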
# mIAP activ – activators of mouse IAP, primary screen, biochemical, luminescence, uHTS. intestinal alkaline phosphatase [Mus musculus]. muIAP, CDP-Star luminescence, 30 min; active compounds read high; 1 = vehicle-only enzyme signal, 0 = enzyme-free wells. activation factor at 10 µM. actives 0.24% (n = 330,000). AID 2805, 2010;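 active means activation factor of at least 2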; further: the source names both 10 and 20 µM as test concentration; values of inactives mirror those of a sister screen read the other way
#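 System: mouse IAP enzyme. Reagent: CDP-Star chemiluminescent phosphatase substrate. Benchmarks: DMSO wells, no-enzyme wells. Times: 30 min enzyme-substrate-compound incubation at room temperature. Detection: luminescence from enzymatic CDP-Star hydrolysis. Doses: test compounds delivered from DMSO solution.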
# NALP3 yeast inh – NALP3 inflammasome inhibitors in reconstituted yeast, primary screen, luminescence, uHTS. Yeast reconstituted NLRP3/ASC/caspase-1, beta-gal luminescence, 24 h. inhibition, % at 10 µM. actives 0.39% (n = 330,000). AID 2825, 2010;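 active means inhibition of 50% or more; inactive means inhibition below 50%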;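 further: plate controls were induced DMSO wells for no effect and uninduced yeast grown without galactose for full effect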
# tim10-1 inh – growth inhibitors of tim10-1 mutant yeast, primary screen, luminescence, uHTS; actives 2.2% (n = 330,000); S. cerevisiae tim10-1 ts strain growth, BacTiter-Glo, 24 h; AID 463190, 2010; inhibition, % at 20 µM;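 active means inhibition of at least 40%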;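 further: mutant grown at 25 °C; 0% = DMSO wells with yeast and 100% = wells holding no yeast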
# TIM10 inh – growth inhibitors of isogenic TIM10 control yeast, primary screen, counter-screen for tim10-1 yeast inhibitor project, luminescence, uHTS. inhibition, % at 10 µM. actives 1.4% (n = 330,000). S. cerevisiae TIM10 strain growth, BacTiter-Glo luminescence, 24 h;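 active means inhibition of 40% or more at the single tested concentration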;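 further: wild-type TIM10 isogenic control strain grown at permissive 25 °C; 0% = DMSO yeast wells and 100% = minimal medium wells without yeast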
# MIN6 prolif – inducers of MIN6 beta-cell proliferation, primary screen, ATP luminescence, uHTS | MIN6 cells proliferation, ATPlite luminescence, 48 h; cells starved in 0.2% serum; 100% = growth in 10% serum | proliferation, % at 10 µM | actives 0.29% (n = 330,000);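 active means compounds whose signal lies at least 3.5 SD above the mean of all wells on their plate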;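 further: 0% = DMSO-treated cells in low-serum medium and 100% = 10% serum control; some compounds called inactive have numbers as strong as hits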
# A3G deaminase – APOBEC3G DNA deaminase inhibitors, primary screen, biochemical, fluorescence, single-stranded DNA substrate, uHTS; DNA dC->dU-editing enzyme APOBEC-3G (Homo sapiens), Q9HC16; recombinant A3G, ssDNA deamination FAM/TAMRA fluorescence; inhibition, % at 20 µM; actives 0.28% (n = 330,000);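 active means inhibition of at least 40% at 20 µM, with no more than 30% in the related APOBEC3A deaminase screen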;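 further: plate controls were DMSO wells with A3G for no effect and wells lacking A3G enzyme for full effect; some compounds called inactive have numbers as strong as hits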
# Target sequence (Q9HC16 whole entry, looked up): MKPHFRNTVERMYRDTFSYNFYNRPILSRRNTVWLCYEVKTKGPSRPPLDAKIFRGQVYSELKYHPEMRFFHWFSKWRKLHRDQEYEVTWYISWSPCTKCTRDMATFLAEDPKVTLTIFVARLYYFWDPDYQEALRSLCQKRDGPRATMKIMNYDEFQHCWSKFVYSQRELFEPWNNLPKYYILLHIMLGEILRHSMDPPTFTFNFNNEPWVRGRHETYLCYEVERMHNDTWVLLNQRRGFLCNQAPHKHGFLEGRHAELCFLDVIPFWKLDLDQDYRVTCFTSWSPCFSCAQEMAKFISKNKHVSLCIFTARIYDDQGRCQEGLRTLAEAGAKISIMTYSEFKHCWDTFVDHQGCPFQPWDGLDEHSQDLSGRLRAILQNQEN
# hIAP inh – human IAP inhibitors, primary screen, biochemical, luminescence, uHTS. Intestinal-type alkaline phosphatase (Homo sapiens), P09923. purified IAP, CDP-Star luminescence, 30 min. inhibition, % at 10 µM. actives 0.12% (n = 330,000);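 active means inhibition reaching a set limit with compound at 10 µM in the primary screen, cut at about 35% in these data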;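 further: plate controls were DMSO wells with enzyme for no effect and no-enzyme buffer wells for full effect; values of inactives mirror those of a sister screen read the other way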
# Target sequence (P09923 whole entry, looked up): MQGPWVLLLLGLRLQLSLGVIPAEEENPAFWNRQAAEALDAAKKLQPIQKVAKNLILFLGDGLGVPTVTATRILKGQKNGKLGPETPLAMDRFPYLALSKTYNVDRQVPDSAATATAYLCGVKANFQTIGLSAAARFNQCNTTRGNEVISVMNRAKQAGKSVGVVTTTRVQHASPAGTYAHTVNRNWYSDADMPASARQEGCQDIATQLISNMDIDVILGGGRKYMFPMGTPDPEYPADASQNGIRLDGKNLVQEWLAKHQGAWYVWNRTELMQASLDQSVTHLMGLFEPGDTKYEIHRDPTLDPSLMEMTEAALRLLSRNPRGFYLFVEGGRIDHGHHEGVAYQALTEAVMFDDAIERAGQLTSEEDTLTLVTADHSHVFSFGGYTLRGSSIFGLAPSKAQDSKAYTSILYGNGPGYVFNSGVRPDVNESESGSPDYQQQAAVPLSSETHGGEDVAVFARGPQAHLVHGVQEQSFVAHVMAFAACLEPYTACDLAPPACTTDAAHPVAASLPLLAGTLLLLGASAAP
# APOBEC3A inh – APOBEC3A ssDNA deaminase inhibitors, primary screen, selectivity assay for APOBEC3G inhibitor project, biochemical, FAM/TAMRA oligo cleavage fluorescence | DNA dC->dU-editing enzyme APOBEC-3A (Homo sapiens), P31941 | recombinant A3A, FAM/TAMRA ssDNA deamination fluorescence | inhibition, % at 20 µM | actives 0.41% (n = 330,000) | AID 493011, 2011;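 active means at least 40% inhibition at 20 µM here, with at most 30% in a related deaminase screen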;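 further: plate controls were A3A with DMSO for no effect and wells lacking A3A enzyme for full effect; some results filed as inactive read as strong as hits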
# * hit, by the source's call.
SMILES,mIAP inh,mIAP activ,NALP3 yeast inh,tim10-1 inh,TIM10 inh,MIN6 prolif,A3G deaminase,hIAP inh,APOBEC3A inh
Cc1ccccc1N(C(=O)Cc1cccs1)C(C(=O)NC1CCCCC1)c1cn(C)nc1C (stereo not drawn),4,0.96,15,13,19,-1,-4,11,0
Clc1cccc(-c2ccc(-c3nc4ccccn4c3NCc3ccccc3)cc2)c1,-3,1,34,14,15,-6,-3,-21,-3
COc1ccc(NC(=O)CSc2nc3ccccc3nc2N2CCOCC2)cc1,9,0.91,15,19,-15,-1,0,15,1
CC(C)n1c(N2CCN(C(=O)Nc3ccc(F)cc3F)CC2)nc2ccccc21,-10,1.1,18,17,34,-1,-10,-14,-5
CCOC(=O)[C@H]1[C@H]2COc3ccccc3[C@@H]2N2C(=O)c3cc(Cl)ccc3NC(=O)[C@@]12C,-1,1,19,21,8,-5,-8,-1,-2
CCOC(=O)c1cnc2ccc(C(=O)OC)cc2c1NCCN1CCOCC1,2,0.98,31,-2,11,-1,-5,1,-2
CNC(=O)c1c(NC(=O)CCS(=O)(=O)c2ccc(Cl)cc2)sc2c1CCN(C(=O)OC)C2,2,0.98,-1,7,6,3,-4,4,-2
Cc1c(Br)cnn1C(C)C(=O)N1CCN(c2ccccc2F)CC1 (stereo not drawn),3,0.97,1,18,9,11,-4,14,-3
O=C(N/N=C/c1ccoc1)c1ccccc1F,7,0.93,9,6,11,-1,10,10,10
Cc1sc2nc(C(C)(C)C)oc(=O)c2c1C,-1,1,10,16,5,4,-4,15,3
N=c1c2c(n(Cc3ccc(Cl)cc3)c3c1CCC3)CCC2,0,0.99,7,-1,-11,-6,-7,7,0
COC(=O)c1ccc(N(CC(=O)NC2CCCC2)C(=O)CNC(=O)c2ccco2)cc1,-12,1.1,9,17,-13,4,0,-71,1

# 4 compounds from above, showing only tim10-1 inh, APOBEC3A inh and A3G deaminase.
SMILES	tim10-1 inh	APOBEC3A inh	A3G deaminase
Cc1ccccc1N(C(=O)Cc1cccs1)C(C(=O)NC1CCCCC1)c1cn(C)nc1C (stereo not drawn)	13	0	-4
Clc1cccc(-c2ccc(-c3nc4ccccn4c3NCc3ccccc3)cc2)c1	14	-3	-3
COc1ccc(NC(=O)CSc2nc3ccccc3nc2N2CCOCC2)cc1	19	1	0
CC(C)n1c(N2CCN(C(=O)Nc3ccc(F)cc3F)CC2)nc2ccccc21	17	-5	-10

# Next entries follow:
SMILES,mIAP inh,mIAP activ,NALP3 yeast inh,tim10-1 inh,TIM10 inh,MIN6 prolif,A3G deaminase,hIAP inh,APOBEC3A inh
COc1ccc(C(=O)CC(=O)c2ccc(OC)cc2)cc1,4,0.96,39,16,12,0,-6,6,-5
O=[N+]([O-])c1cc2c(cc1CN1CCN(c3ccccc3F)CC1)OCO2,2,0.97,23,-1,4,1,-7,10,-7
Cc1ccc(C(=O)N[C@@H](Cc2ccccc2)C(=O)N2CCC3(CC2)NCCc2[nH]cnc23)cc1C,6,0.94,10,-3,-5,-4,-4,-16,-3
CC(OC(=O)CNC(=O)c1sc2ccccc2c1Cl)c1ccccc1 (stereo not drawn),-4,1,14,1,-2,-1,-3,-2,0
CCN(CC)C(=O)Oc1cc(=O)n(C)c2ccccc12,4,0.96,14,9,3,0,-8,13,1
CCN(CC)CCN(C(=O)c1cc2c(ccc3ccccc32)oc1=O)c1nc2cc3c(cc2s1)OCCO3,4,0.96,14,20,50*,-6,-4,-18,1
CN(C1CCCCC1)S(=O)(=O)c1ccc(S(=O)(=O)N(CC(=O)Nc2ccccc2)C2CC2)cc1,3,0.97,5,0,1,1,-5,3,1
O=C(CCc1nnc(CCCCc2ccccc2)o1)N(CCO)Cc1ccccc1,-3,1,1,21,21,1,-9,6,-2
CC(NC(=O)c1ccc(S(=O)(=O)NCc2ccco2)cc1)c1ccc(F)cc1 (stereo not drawn),4,0.96,10,4,9,-5,4,3,3
CCOc1cccc(Nc2cc3n(c(=O)n2)CCc2cc(OC)c(OC)cc2-3)c1,-2,1,-1,10,7,4,-10,-12,1
O=C(O)C1C2C=CC(C2)C1C(=O)NCCCN1CCCC1=O (stereo not drawn),-3,1,15,-1,5,0,-8,4,-4
COc1ccc(C(O)Cc2nccn2C)cc1 (stereo not drawn),4,0.96,7,-1,8,0,0,6,-1

# Single records, from the list above. Order of screens: mIAP inh | mIAP activ | NALP3 yeast inh | tim10-1 inh | TIM10 inh | MIN6 prolif | A3G deaminase | hIAP inh | APOBEC3A inh
# COc1ccc(C(=O)CC(=O)c2ccc(OC)cc2)cc1 is listed with 4 | 0.96 | 39 | 16 | 12 | 0 | -6 | 6 | -5
# O=[N+]([O-])c1cc2c(cc1CN1CCN(c3ccccc3F)CC1)OCO2 is listed with 2 | 0.97 | 23 | -1 | 4 | 1 | -7 | 10 | -7
# CCN(CC)CCN(C(=O)c1cc2c(ccc3ccccc32)oc1=O)c1nc2cc3c(cc2s1)OCCO3 is listed with 4 | 0.96 | 14 | 20 | 50* | -6 | -4 | -18 | 1
# CN(C1CCCCC1)S(=O)(=O)c1ccc(S(=O)(=O)N(CC(=O)Nc2ccccc2)C2CC2)cc1 is listed with 3 | 0.97 | 5 | 0 | 1 | 1 | -5 | 3 | 1

# (more compounds)
SMILES,mIAP inh,mIAP activ,NALP3 yeast inh,tim10-1 inh,TIM10 inh,MIN6 prolif,A3G deaminase,hIAP inh,APOBEC3A inh
C=C1CCN([C@@H](C)C(=O)NCc2cc(OC)c(OC)c(OC)c2)S(=O)(=O)c2ccccc21,-1,1,-2,8,11,-2,-4,-8,-1
CCCS(=O)(=O)N1CCC(C(=O)NCCCOC(C)C)CC1,-5,1.1,10,-6,-10,0,3,-8,3
C=CCn1c(O)c(C(CC)=Nc2ccccc2NC(=O)CC)c(=O)[nH]c1=O,1,0.99,-9,10,1,4,-6,-7,1
CCSc1ccccc1C(=O)NCCc1ccccc1,-10,1.1,17,11,-1,-3,-4,4,5
CC(Nc1nc(N2CCCC2)nc2ccccc12)c1ccccc1 (stereo not drawn),-27,1.3,17,22,18,-6,2,14,1
Cc1sc2ncnc(N(C)Cc3cccs3)c2c1C,5,0.95,31,18,15,2,-8,-7,-5
O=c1c2ccccc2nc(-c2ccco2)n1CCCn1ccnc1,8,0.92,15,8,4,-1,-2,-13,1
COc1cccc(-c2nnc(NC(=O)CCS(=O)(=O)c3ccc(C)cc3)o2)c1,0,0.99,27,13,0,-5,-12,-10,1
COC(=O)c1nc(Cl)c(Cl)c(N)c1Cl,-4,1,14,17,-21,1,-4,-8,-4
COc1ccccc1CNS(=O)(=O)c1cccc2nsnc12,0,1,-1,7,11,-5,-11,-6,-3
COC(=O)N/N=C/c1cc(Br)ccc1O,-4,1,30,23,8,-2,-10,-45,-6
COc1ccc(CNC(=O)C(c2ccco2)N(C(=O)CNS(=O)(=O)c2ccccc2)c2ccccc2C)cc1 (stereo not drawn),-4,1,-10,19,15,-1,-8,-1,-1
O=C1NC(=O)C(c2ccccc2)(c2ccc(O)cc2)N1 (stereo not drawn),7,0.93,4,18,5,3,-6,10,-6
CC(C)(C)n1nnnc1CN1CCN(C(c2ccccc2)c2ccccc2)CC1,0,1,9,26,25,-2,2,2,2
CCn1ccnc1CN1CCCC(C(=O)c2ccc3c4c(cccc24)CC3)C1 (stereo not drawn),3,0.97,21,5,15,-5,-3,1,3
O=C(CSC(=S)N1CCCC1)NCCc1ccccc1,7,0.93,11,-6,2,2,-5,9,-3
Cn1c(-c2cccc([N+](=O)[O-])c2)[n+](C)c2ccccc21,-4,1,5,-2,-19,3,-8,-20,-4
CCOc1ccc(C2NC(=O)c3ccccc3O2)cc1OC (stereo not drawn),-6,1.1,12,3,0,-2,-7,-11,0
COc1ccc(-c2cc(C(=O)NCCCN3CCOCC3)no2)cc1,-5,1.1,9,-42,7,-4,-9,-5,-4
O=C(CCn1c(=O)oc2ccccc21)Nc1ccon1,6,0.94,7,-12,-3,-3,-6,-16,-4
COc1cc(S(=O)(=O)NCc2cccnc2)ccc1F,3,0.97,11,11,3,1,3,12,1
CC1CCC(NC(=O)CN2C(=O)c3cccnc3Oc3ccc(Cl)cc32)CC1 (stereo not drawn),-2,1,14,14,16,0,23,-7,1
CC(C)(C)C(=O)Nc1sc(-c2ccccc2)cc1C(=O)O,-2,1,4,7,0,-5,-3,-7,-1
COc1cc(N=Nc2c(O)c3ccccc3[nH]c2=O)c(OC)cc1N=Nc1ccccc1,6,0.94,15,12,8,-4,-2,1,3
CCOc1cc(/C=C/c2cc(C(=O)O)c3ccccc3n2)ccc1OC,-4,1,6,10,4,-2,-6,-1,-5
